# TAG inh – inhibitors of triacylglycerol accumulation; AID 651582; inhibition, % at 12.5 µM; H9c2 cells, Nile Red lipid (TAG) fluorescence; cells loaded with 200 µM oleic acid; 0.66% of 230,000 active;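 active = pattern-corrected inhibition of lipid staining of at least 50% with the nuclear-stain viability signal not falling by more than 50%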;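 also: 0% = DMSO wells and 100% = triacsin C control wells; some results filed as inactive read as strong as hits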
# TAG inh DAPI viability – second read-out of TAG inh, no call of its own (marks repeat the call); DAPI nuclei signal change (viability), lower = more cytotoxic, %;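 whole-well DAPI fluorescence read on a plate reader as a viability signal; minus 50 percent equals half of cells still viable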
# * marks the source's active call; other numbers are inactive results; & = joins results of further samples. Only part of the results is shown. The share of hits here may be higher or lower than overall.
Molecule,TAG inh,TAG inh DAPI viability
O=C(Nc1ccccc1)c1ccc(-c2ccccc2Cl)o1,-4.8,0.5
O=C1CCN(CCc2ccccc2)CCN1[C@H](CSc1ccccc1)Cc1ccccc1,-16.3,5.7
CCOc1ccc(OCC(=O)OCC(=O)NCC2CCCO2)cc1 (configuration not stated),9.1,-5.7
Cc1cccc(N2CCN(C(=O)Cn3cccc3C(=O)c3ccccc3)CC2)c1C,5.1,-5.5
CCN(CC)CCCn1c(C)cc2c(c1=O)C(c1ccc(OC)c(OC)c1OC)C(C#N)=C(N)O2 (configuration not stated),6.1,-5.2
CN(C)c1ccc(NC(=O)Nc2ccc3c(c2)c(=O)n(C)n3Cc2ccc(Cl)cc2)cc1,3.8,-7.4
CCC1CCCCN1C(=O)CSc1nnc(-c2cccc(Cl)c2)o1 (configuration not stated),11.6,-7.0
O=C1Nc2ccccc2/C1=N\N=C\c1ccc(O)c(O)c1,4.4,-1.3
Cc1ccc(S(=O)(=O)N2CCC[C@H]2C(=O)NC2=NCCS2)cc1,-11.2,-7.1
CN(CCNS(=O)(=O)c1ccc2c(c1)oc(=O)n2C)Cc1ccccc1,-0.9,-2.1
Cc1ccccc1OCCCn1c(=O)sc2ccccc21,6.9,-13.2
CCN(CC)C(=O)[C@H]1CC(CC(=O)NCCC2=CCCCC2)C(=O)N2CCc3c([nH]c4ccccc34)[C@]12C (some centres not stated),-2.9,0.2
CC(=O)NCCNc1nc2cc(-c3ccccc3C)sc2c(=O)n1C,7.3,-1.3
c1nc(NC2CCCC2)c2[nH]cnc2n1,-13.1,3.4
CC(C)Oc1ccc(F)cc1-c1cc(C(=O)Nc2ccccc2)[nH]n1,11.6,9.1
CC1Cc2ccccc2N1S(=O)(=O)c1cccc(C(=O)N2Cc3ccccc3CC2C(N)=O)c1 (configuration not stated),-15.5,-6.1
COc1ccccc1-c1noc(-c2ccncc2)n1,20.0,1.5
COC(=O)C1=C(C)N(Cc2ccccc2)C(=NCc2ccc3c(c2)OCO3)N[C@H]1c1ccccc1,-7.7,5.8
C[C@@H]1O[C@@H](O[C@@H]2[C@@H](O)[C@H](OCCc3ccc(O)c(O)c3)O[C@H](CO)[C@H]2OC(=O)/C=C/c2ccc(O)c(O)c2)[C@H](O)[C@H](O)[C@H]1O,-0.3,-6.7
COc1cc(/C=C/C(=O)Nc2cccc(S(=O)(=O)NC3=NCCCCC3)c2)ccc1OCC#N,7.7,-9.0
Cc1cc(C)n(CC(O)CN2c3ccccc3Sc3ccccc32)n1 (configuration not stated),-11.2,10.2
Cc1cc(S(=O)(=O)N2CCCCC2CCNC(=O)C(=O)NCC2CCCO2)ccc1F (configuration not stated),-3.0,-8.6
Cc1ccc(S(=O)(=O)NCC(=O)OCC(=O)Nc2ncc(Cl)cc2Cl)cc1,16.0,-11.1
COc1ccc(NC(=O)CSCC(=O)Nc2cc(Cl)ccc2N2CCOCC2)cc1,4.5,-17.8
CCn1cc(CN2CCN(CCC(C)C)C(CCO)C2)c2ccccc21 (configuration not stated),13.0,-3.4
CCN1CCCC(OC(=O)c2cc(-c3ccccc3Cl)nc3ccccc23)C1 (configuration not stated),-0.1,25.3
C/C(=N/NC(=O)c1cccs1)c1cccc(N)c1,15.9,-2.1
Cc1ccc(Sc2ncccc2COC(=O)Nc2ccccc2)cc1,-21.6,0.2
COC(=O)c1ccc2cn[nH]c2c1,13.4,-1.4
CC1(C)Cc2cccc(OCC(N)=O)c2O1,8.6,-2.0
COCCNC(=S)Nc1cc2oc3ccccc3c2cc1OC,7.9,-5.1
OC(c1ccc(F)cc1)c1ncc(-c2ccccc2Cl)[nH]1 (configuration not stated),-2.3,-14.8
CN(c1ccc(F)cc1)S(=O)(=O)c1ccc(Cl)c(C(=O)NCc2ccco2)c1,-45.5,7.6
O=C(NNC(=O)c1ccccc1Cl)c1cc2cc(OC(F)(F)F)ccc2[nH]1,2.2,16.1
CCCCNC(=O)/C(C#N)=C/c1cccnc1,2.0,1.3
CCCC(=O)NC(=S)Nc1ccc(N2CCN(C(=O)c3cccs3)CC2)cc1,-62.6,1.4
O=C(/C=C/c1ccc(Br)cc1)NC(=S)NNC(=O)c1ccco1,5.4,-2.7
Cc1ccc(C(=O)Nc2cccc(C(F)(F)F)c2)cc1NC(=O)c1ccno1,19.9&19.5,-8.6&11.7
Cc1ccsc1C(=O)NCCc1c[nH]c2ccccc12,-21.7,5.8
CCOC(=O)[C@@H]1[C@H]2COc3ccc(Br)cc3[C@H]2N2C(=O)N(c3cccc(Cl)c3)C(=O)[C@]12C,11.8,3.0
COc1ccc2c(c1)c1nnc(SC)nc1n2C,9.7,-9.7
CN=c1oc2ccc(Cl)cc2cc1C(N)=O,-26.2,6.4
COc1ccccc1N1CCN(C(=O)CCCCCn2c(=S)[nH]c3cc4c(cc3c2=O)OCO4)CC1,-7.2,2.2
Cc1cc(C)cc(NC(=S)NCc2ccncc2)c1,-4.4,-8.4
CCCC(O)(CCC)C(=O)NNc1ccccc1,-15.3,-5.5
CN(C)CCNC(=O)CCCNC(=O)Cn1cnc2sc3c(c2c1=O)CCCC3,-11.2,7.6
CC1NC(=O)c2ccccc2-n2c1nc1ccc(F)cc1c2=O (configuration not stated),-5.8,-2.4
COc1ncccc1-c1nnn(-c2ccccc2Br)n1,-4.6,-0.3
O=C1c2ccccc2C(Nc2ccccc2)N1Cc1ccc2c(c1)OCO2 (configuration not stated),-32.5,-2.7
COc1ccc(CCCNC(=O)C2Cc3c(-c4cccc(C(N)=O)c4)ccnc3O2)cc1 (configuration not stated),12.0,-17.0
CCCNS(=O)(=O)c1ccc(OCC(=O)N2CCN(c3ccccc3)CC2)cc1,-7.4,6.2
COc1ccc(S(=O)(=O)n2nc(OC(=O)c3c(-c4ccccc4Cl)noc3C)cc2N)cc1,-14.7,12.6
CCc1ccc2ncc(C(=O)c3ccccc3)c(N3CCOCC3)c2c1,-30.4,194.8
CN(C)CCSc1nc2cc(S(=O)(=O)N3CCCCC3)ccc2o1,-4.5,7.7
C=C1c2cc(CC)ccc2NC(=O)N1c1ccc(C)cc1,11.1,-8.1
O=C(c1cccs1)N1C[C@H](n2cc(-c3ccc(F)cc3)nn2)[C@@H](O)C[C@@H]1c1ccc(Cl)cc1,-15.7,-5.6
NS(=O)(=O)c1ccc(CNC(=O)Cn2nc(C(F)F)cc2C(F)F)cc1,6.7,2.8
CC(C)CCN(C(=O)C1CCCC1)c1c(N)n(Cc2ccccc2)c(=O)[nH]c1=O,-15.6,-2.4
Cc1c(C(=O)NCc2ccc(F)cc2)c(-c2ccccc2)nn1-c1ccccc1,1.0,4.6
COc1ccc(C)cc1NC(=O)COC(=O)c1ccccc1SCC(=O)N1CCCC1,-16.4,68.2

# As entered above.
# TAG inh result of `CC1Cc2ccccc2N1S(=O)(=O)c1cccc(C(=O)N2Cc3ccccc3CC2C(N)=O)c1` (configuration not stated) : -15.5
# TAG inh result of `CCN1CCCC(OC(=O)c2cc(-c3ccccc3Cl)nc3ccccc23)C1` (configuration not stated) : -0.1
# TAG inh DAPI viability result of `C[C@@H]1O[C@@H](O[C@@H]2[C@@H](O)[C@H](OCCc3ccc(O)c(O)c3)O[C@H](CO)[C@H]2OC(=O)/C=C/c2ccc(O)c(O)c2)[C@H](O)[C@H](O)[C@H]1O` : -6.7
# TAG inh result of `Cc1ccccc1OCCCn1c(=O)sc2ccccc21` : 6.9

# Additional results.
Molecule,TAG inh,TAG inh DAPI viability
NC(=S)N=Nc1c(O)n(CCCl)c2ccc(Br)cc12,17.8,-12.5
Cc1ccc(NC(=O)CCNC(=O)c2ccco2)cc1F,3.9,1.6
COc1cccc(NC(=S)C(C#N)=C2N(C)c3ccccc3N2C)c1,-0.2,2.2
O=C(Nc1ccc(Cl)cc1)/C(=C/c1cccc(O)c1)c1nc2ccccc2s1,80.5,-66.1
N#CC1=C(N)Oc2cc(O)ccc2C1c1cccs1 (configuration not stated),-4.8,13.5
CC(C(=O)c1ccccc1)C(O)c1ccccn1 (configuration not stated),-8.3,0.2
Cc1cc(C)nc(N(C#N)Cc2ccccc2C)n1,-15.4,8.8
Fc1ccc(Cn2nnnc2C(c2ccc(Cl)cc2)N2CCSCC2)cc1 (configuration not stated),-4.2,5.7
CCCOC(=O)C1=C(C)NC2=C(C(=O)C(C(=O)OC)C(C)C2)C1c1ccc(N(CC)CC)cc1 (configuration not stated),45.9,-3.1
CCn1c(C2CC(=O)N(c3cc(C)cc(C)c3)C2)nc2ccccc21 (configuration not stated),0.6,-3.7
O=C(/C=C/c1ccccc1[N+](=O)[O-])NC1CCCC1,4.1,-9.6
CC(C)(C#CC(O)(c1ccccc1)c1ccccc1)N1CCCCC1,0.6,-7.2
Cc1ccc(N(C=NC#N)CC(=O)N2CCN(c3ccccc3)CC2)cc1,-6.5,-2.3
CCN(Cc1ccccc1)C(=O)CSc1nc(C)cc(=O)[nH]1,-0.8,-1.5
CCN1CCN(C(=O)CN(c2ccccc2C)S(C)(=O)=O)CC1,10.1,-2.3
Cc1ccc(-c2cnc3cccnn23)cc1F,8.4,31.6
O=C(NC1CCCc2ccccc21)c1cc(S(=O)(=O)N2CCOCC2)ccc1F (configuration not stated),3.4,-19.3
CCc1cccc(C)c1NC(=S)NCC(c1cccnc1)N(C)C (configuration not stated),-4.2,-1.4
Nc1nc(SCC(=O)Nc2ccc(S(N)(=O)=O)cc2)n[nH]1,8.2,-5.6
CCc1nnc(SCC(=O)Nc2ccccc2)n1CC1CCCO1 (configuration not stated),-8.3,-2.7
O=C(Nc1cc(=O)[nH]c(=O)[nH]1)c1cccc(Br)c1,11.4,-4.1
Cc1cccc(C2=NNC(=O)C(c3ccc(Cl)cc3)C2)c1 (configuration not stated),3.6,-4.0
O=C(COC(=O)c1ccc(O)cc1O)NC1CCS(=O)(=O)C1 (configuration not stated),-4.8,-6.5
O=C(NCc1n[nH]c(=O)c2ccccc12)C1CC(=O)N(c2ccccc2)C1 (configuration not stated),9.9,-2.8

# No new results follow: entries from further up.
Molecule,TAG inh,TAG inh DAPI viability
O=C(COC(=O)c1ccc(O)cc1O)NC1CCS(=O)(=O)C1 (configuration not stated),-4.8,-6.5
O=C(NCc1n[nH]c(=O)c2ccccc12)C1CC(=O)N(c2ccccc2)C1 (configuration not stated),9.9,-2.8

# Following part:
Molecule,TAG inh,TAG inh DAPI viability
O=C(Cc1c[nH]c2ccccc12)N1CCN(S(=O)(=O)c2ccc(Cl)cc2)CC1,-27.1,-1.3
CC1=CCC2C(=O)N(c3ccc(Br)cc3C)C(=O)C2C1 (configuration not stated),-14.7,5.2
CC(C)=N/N=c1\scc(C)n1Cc1ccco1,-15.1,1.3
c1ccc(Nc2nc(NCC3CCCO3)c3ccccc3n2)cc1 (configuration not stated),12.8,-3.2
Cc1cccc(CN(CC(=O)N/N=C/c2cccs2)S(=O)(=O)c2ccc(Cl)cc2)c1,-15.5,-1.6
CC1CCC2(CC1)NC(=O)N(CC(=O)Nc1ccc3c(c1)OCCCO3)C2=O (configuration not stated),7.6,-6.4
Cc1noc(C)c1S(=O)(=O)N(C)C[C@H]1Oc2ccc(NC(=O)C3CCCCC3)cc2C(=O)N([C@H](C)CO)C[C@@H]1C,-19.2,-0.7
O=C(NCCc1cccc(C(F)(F)F)c1)C1CCC(=O)N(C2CC2)C1 (configuration not stated),0.2,4.9
CC=CCn1c(SCCCc2ccccc2)nc2c1c(=O)[nH]c(=O)n2C,-11.7,10.1
CCCCCCC1(C)NC(=S)N(c2ccccc2)N1 (configuration not stated),-7.3,4.6
O=C(CSc1ccc(-c2ccco2)nn1)NCCc1ccccc1,14.7,-3.0
Cc1ccccc1NC(=S)N/N=C/C(C)c1ccccc1 (configuration not stated),-4.8,5.5
Cc1c(C(=O)N2CCCCCC2(C)C(=O)NCC(C)C)oc2ccccc12 (configuration not stated),-2.9,3.0
COCCn1c(SCCCC(=O)c2ccc(Br)cc2)nnc1-c1ccncc1,-11.8,9.1
CCc1cc2cc(C)cc(C)c2nc1SCC(=O)NNC(=O)c1ccco1,-6.7,-2.1
CCCC(=O)Nc1ccc(NC(=O)c2ccccc2OC)cn1,6.5,-2.1
CC(C)(C)NC(=O)NC(=O)CN1CCN(c2cccc(Cl)c2)CC1,-3.6,3.6
CCCC(C)NC(=O)COC(=O)c1cc(Br)c(Br)s1 (configuration not stated),6.3,-2.3
O=C(COc1ncnc2ccccc12)N1CCN(S(=O)(=O)c2ccc(Cl)cc2)CC1,-18.3,7.6
CC(C)SC1=NC(C)(C)C=C(/C=C/c2ccc(Cl)cc2Cl)N1,17.1,-9.1
CCCCCC1C/C(=N\O)C=C(C)C1C(=O)OC (configuration not stated),0.8,-1.2
COC(=O)CCn1nnc(-c2ccc(C)cc2)n1,1.8,11.4
CCOc1cc(/C=N/NC(=O)c2cccc([N+](=O)[O-])c2)ccc1OS(=O)(=O)c1ccccc1,-16.1,23.7
Cc1ccc(N(CCC(=O)N2CCOCC2)S(=O)(=O)c2ccccc2)cc1,0.7,-9.5
CN(C(=O)CSc1ccc(S(=O)(=O)N2CCCCC2)cn1)c1ccccc1,17.0,-5.1
OCCN=c1cc(-c2ccccc2)oc2ccc(Cl)cc12,-5.0,1.6
O=C1NC(=Nc2ccccc2)S/C1=C\c1cccs1,-4.5,2.0
CCN(CC(=O)Nc1ccc(NC(C)=O)cc1)C(=O)c1ccc(=O)n(C)n1,22.3,-0.5
C=CCNC(=O)C1CC2Cn3c(nc4cc(C)c(C)cc43)C2N1C (configuration not stated),22.5,-2.1
COc1ccc(-n2c(CCC(=O)O)ccc2-c2ccccc2)cc1,-7.9,-0.2
COc1ccc(NC(=O)/C(C#N)=C\c2ccc(Br)o2)cc1,-5.3,7.8
O=C(CSc1nc(=O)n(CCCN2CCOCC2)c2c1CCCC2)Nc1ccccc1Cl,2.6,-0.5
CC(=O)NC(c1ccccc1)c1nc(-c2cccs2)cs1 (configuration not stated),-8.0,-4.6
